# CD11b adhes enh: enhancers of CD11b/CD18 adhesion to fibrinogen, primary screen, K562 cells, luminescence; Integrin beta-2 (Homo sapiens) + Integrin alpha-M (Homo sapiens), P05107+P11215; activation, % at 10 µM; ATPlite luminescence; 93,000 tested, 0.07% active;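 active = 10 µM primary screen giving 50% or more activity, confirmed by 40% or more on retest at that dose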; also: strong numbers were not always called active; reference of the scale not given here
# Target sequence (P05107 whole entry, looked up, other chains not shown): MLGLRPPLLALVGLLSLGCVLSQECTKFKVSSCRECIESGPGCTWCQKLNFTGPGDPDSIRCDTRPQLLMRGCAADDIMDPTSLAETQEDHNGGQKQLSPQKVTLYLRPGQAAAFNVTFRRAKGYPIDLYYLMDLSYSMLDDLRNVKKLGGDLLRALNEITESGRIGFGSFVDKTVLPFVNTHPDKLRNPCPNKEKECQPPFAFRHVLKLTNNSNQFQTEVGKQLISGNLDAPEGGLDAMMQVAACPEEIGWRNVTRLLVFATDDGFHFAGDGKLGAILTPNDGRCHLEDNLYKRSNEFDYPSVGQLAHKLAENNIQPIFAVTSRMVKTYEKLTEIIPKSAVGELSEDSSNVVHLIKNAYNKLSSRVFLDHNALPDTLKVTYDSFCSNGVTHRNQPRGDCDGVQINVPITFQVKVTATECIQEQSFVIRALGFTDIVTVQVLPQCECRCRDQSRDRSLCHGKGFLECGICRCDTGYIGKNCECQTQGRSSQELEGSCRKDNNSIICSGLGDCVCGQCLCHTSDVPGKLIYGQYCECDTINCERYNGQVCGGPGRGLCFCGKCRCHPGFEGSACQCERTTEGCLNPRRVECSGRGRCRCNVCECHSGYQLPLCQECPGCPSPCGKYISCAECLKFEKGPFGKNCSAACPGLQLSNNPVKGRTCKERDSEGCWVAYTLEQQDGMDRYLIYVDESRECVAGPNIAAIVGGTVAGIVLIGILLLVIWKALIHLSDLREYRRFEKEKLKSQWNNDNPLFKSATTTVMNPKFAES
# Starred values were filed as active, the others as inactive. Not all compounds are listed. The share of hits here may be higher or lower than overall.
CD11b adhes enh | molecule
1.9 | Clc1cccc(Nc2ncnc3ccc(Br)cc23)c1
2.6 | Cc1ccnc(NS(=O)(=O)c2ccc(N3C(=O)c4c(Cl)c(Cl)c(Cl)c(Cl)c4C3=O)cc2)n1
-2.3 | O=C1NC(c2ccccc2)=C(c2ccc3ccccc3n2)C(c2ccncc2)N1 (configuration not stated)
-4.9 | N#CC(=C=[N-])C1=C(C#N)C(c2ccccc2F)C([n+]2ccccc2)C(O)(C2CC2)N1 (configuration not stated)
1.1 | Cc1ccc(N2C(=O)C3C4CC(=O)C(c5ccccc54)C3C2=O)cc1C (configuration not stated)
-1.7 | COC(=O)CNS(=O)(=O)c1ccc(C)cc1
7.7 | Cc1cccc(OCC(=O)NNC(=O)c2cc3ccccc3oc2=O)c1
3.8 | CCN(CC(=O)Nc1ccc([N+](=O)[O-])cc1OC)c1ccccc1
0.4 | Cc1[nH]c2ccccc2c1C(=O)C(=O)NCCC1=CCCCC1
41.8 | N#CC(=C1CCCC1)c1nc(-c2cc3ccccc3oc2=O)cs1
87.3 | COc1ccc(CN2C(=O)Cc3c2nc(N)c2c(N)nc(N4CCCCC4)c(C#N)c32)cc1
2.9 | CCOc1ccc(CN(C)CC(=O)NNC(=O)c2ccc(Cl)cc2)cc1OC
2.1 | Cc1ccc(C(=O)OCC(=O)Nc2sccc2C(N)=O)cc1NC(=O)c1ccco1
-2.9 | CSc1n[nH]c(-c2sccc2OCc2ccc(C)cc2)n1
-2.8 | Cc1cc[n+](-c2[nH]c(=O)sc2/C=N/NC(=O)c2ccccc2[O-])cc1C
-0.8 | Cc1ccc2oc(C(Cl)(Cl)Cl)cc(=O)c2c1
0.2 | Cc1ccc(S(=O)(=O)N2CCc3ccccc3C2CN2C(=O)c3ccccc3C2=O)cc1 (configuration not stated)
4.6 | O=C(Nc1ccccc1)c1ccc(NCC2CCCO2)c([N+](=O)[O-])c1 (configuration not stated)
0.5 | O=C(CN1CCN(Cc2ccccc2Cl)CC1)N=Nc1c(O)[nH]c2ccccc12
5.4 | Cc1ccnc(NC(c2ccncc2)c2c(C)[nH]c3ccccc23)c1 (configuration not stated)
-0.6 | Cc1ccc(C2NC(c3ccc(C)cc3)C([N+](=O)[O-])C(C)(C)C2[N+](=O)[O-])cc1 (configuration not stated)
-0.9 | Cc1cccc2[nH]c3c(N4CCC5(CC4)OCCO5)ncnc3c12
31.3 | Nc1nnnn1/N=C/c1ccccc1OCc1ccc(Cl)cc1Cl
1.7 | COCCNC(=O)CSc1nnc(CCCN2C(=O)c3cccc4cccc(c34)C2=O)n1-c1ccccc1
-2.4 | N#Cc1c(C(F)(F)F)cc(-c2ccccc2Cl)[nH]c1=O
-2.5 | Cc1cccc(OCc2nc3c4c(ncn3n2)-c2ccccc2CC42CCCC2)c1
54.1 | Cc1ccc(-c2cc(C(=O)N/N=C/C=C/c3ccco3)c3ccccc3n2)cc1C
-0.7 | CC1(C)Cc2c(C#N)c(N)sc(=S)c2CS1
5.1 | Cc1cccc(Nc2nnc(SCC(=O)Nc3ccccc3[N+](=O)[O-])s2)c1
-7.2 | CCOc1ccc(/C=N/NC(=O)Cc2csc(Nc3cccc(C(F)(F)F)c3)n2)cc1

# A draw from above in order of length of the SMILES, rising.
CD11b adhes enh | molecule
1.9 | Clc1cccc(Nc2ncnc3ccc(Br)cc23)c1
-2.4 | N#Cc1c(C(F)(F)F)cc(-c2ccccc2Cl)[nH]c1=O
1.1 | Cc1ccc(N2C(=O)C3C4CC(=O)C(c5ccccc54)C3C2=O)cc1C (configuration not stated)

# New compounds follow:
CD11b adhes enh | molecule
2.2 | CCOC(=O)N1CCC(N(CCN(C)C)C(=S)Nc2cccc(C)c2)CC1
21.1 | Cc1ccc(NC(=O)c2sc3nc(N)c(C#N)cc3c2N)cc1
1.7 | CC[n+]1c(C)sc2c(C)cc(C)cc21
2.2 | O=C(CN1CCN(c2ncccn2)CC1)N1CCc2ccccc21
-2.5 | Cc1nnsc1Sc1cccc(C(F)(F)F)c1
14.1 | CC(=O)Nc1ccc(NC(=O)CC2Nc3cccc4cccc(c34)NC2=O)cc1 (configuration not stated)
-1.9 | CCCCC(=O)Nc1cccc(-c2cn3ccccc3n2)c1
-4.8 | CC(Oc1cccc(F)c1)C(=O)/C=C\N(C)C (configuration not stated)
1.8 | COC(=O)c1nn(-c2ccccc2)c(Sc2ccc(Cl)cc2)c1/C=N/O
-2.8 | Cn1nc(C(F)(F)F)c2cc(C(=O)NC3CC3)sc21
14.2 | Cc1[nH]c2ccccc2c1C(=O)CSc1nc2ccccc2c(=O)n1CCCN1CCOCC1
-4.5 | CCOC(=O)c1c(C)[nH]c(C)c1C(=O)CSc1nc2ccccc2[nH]1
-1.2 | O=C(Nc1ccc([N+](=O)[O-])cc1)C1CC1(c1ccccc1)c1ccccc1 (configuration not stated)
4.5 | CCC1(C)Cc2c(sc3nnn(CC(=O)Nc4ccccc4C)c(=O)c23)CO1 (configuration not stated)
-0.7 | Cc1ccc(NC(=S)NNc2ncc(C(F)(F)F)cc2Cl)c(C)c1
-7.6 | N#C/C(=N\Nc1ccc(Cl)cc1)C(=O)c1ccccc1
1.7 | Cc1ccc(CN2CCN(CC(=O)N/N=C/c3c[nH]c4ccccc34)CC2)cc1
4.3 | Cc1cc(C)n2cc(CSc3nnc(SCc4cn5c(C)cc(C)nc5n4)s3)nc2n1
0.3 | CC(=O)N/C(=C/c1ccccc1)C(=O)N1CCCCC1
-2.9 | COc1ccc(C(=O)N/C(=C\c2ccccc2)C(=O)NC(CCSC)C(=O)O)cc1 (configuration not stated)
-2.8 | CC(=O)C(N=Nc1ccccc1)(Sc1nnc(-c2ccccc2)n1-c1ccccc1)C(=O)Nc1ccccc1 (configuration not stated)
-10.4 | Oc1c(Br)cccc1/C=N/Nc1c(F)c(F)c(F)c(F)c1F
-4.4 | Cc1cccc(C)c1NC(=O)CCN1C(=O)C2C3CCC(C3)C2C1=O (configuration not stated)
-1.0 | Cc1cccc(Oc2ncnc3onc(C)c23)c1
-3.9 | CCN1CCC2(CC1)N=C(c1ccc(F)cc1)C(=S)N2C(=O)c1ccc(C(C)(C)C)cc1
-4.9 | CCOC(=O)c1cnc(SC)nc1Oc1cccc(NS(=O)(=O)c2ccc(C)cc2)c1
4.2 | COc1ccc2nc(SCc3cccc(C)c3)nc(C)c2c1
1.6 | COc1ccc(C)cc1NC1=C(Cl)C(=O)N(C2CCCCC2)C1=O
2.9 | CNC(=S)SCCOc1ccc(C)cc1
5.5 | C=CCNC(=O)c1cc2c(C(F)(F)F)nn(C)c2s1
-7.1 | NS(=O)(=O)c1ccc(CCNC(=O)CSc2nc3ccsc3c(=O)n2C2CC2)cc1
26.7 | CC(=O)Nc1nc(C)c(-c2csc(Nc3cccc([N+](=O)[O-])c3)n2)s1
32.4 | CC(C)n1cc(/C=C2/SC(=O)N(CC(=O)Nc3ccc4c(c3)OCO4)C2=O)c2ccccc21
15.6 | CCCN1C/C(=C/c2cccc([N+](=O)[O-])c2)C(=O)/C(=C/c2cccc([N+](=O)[O-])c2)C1
4.8 | CCOC(=O)c1c(C(F)(F)F)cc(-c2ccc(F)cc2)nc1C
2.2 | C/C(=N\NC(=O)c1ccc(F)cc1)c1cccc(NC(=O)c2ccco2)c1
2.2 | C=CCn1c(SCC(=O)Nc2cccnc2Cl)nnc1-c1ccc(C(C)(C)C)cc1
-1.8 | COc1cccc(OC)c1C(=O)NNC(=O)c1cccc(COc2ccc3c(c2)CCC3)c1
5.4 | CC1=C(C)CC(C(=O)Nc2ccc(C(N)=O)cc2)C(C(=O)O)C1 (configuration not stated)
1.4 | CCOC(=O)Nc1ccc(S(=O)(=O)N(C)C(C)C)cc1
-17.3 | Cc1ccc(Nc2nc(N)c([N+](=O)[O-])c(N3CCCC(C)C3)n2)cc1C (configuration not stated)
3.4 | Cc1ccccc1OCCSc1nnc(-c2cccnc2)n1N
-1.2 | CCCCNC(=O)COC(=O)CCC(=O)c1ccc(F)cc1
-2.6 | CCNC(=O)/C(=C/c1ccc2c(c1)OCO2)NC(=O)c1ccc(Br)cc1
1.4 | Cc1cc(/C([O-])=C(/C(=S)Nc2ccccc2)[n+]2ccccc2)c(C)n1-c1ccccc1
3.4 | Nc1ccc(Oc2ccc3nc(-c4ccccc4)c(-c4ccccc4)nc3c2)cc1
-2.5 | CC(C)OC(=O)CSc1nc(N)c(C#N)c(-c2ccco2)c1C#N
-0.6 | O=[N+]([O-])c1cccc(C(=Nc2ccccc2)NO)c1
2.3 | COc1ccc(/C=c2/sc3nc(-c4ccccc4)c(-c4ccccc4)n3c2=O)cc1
-1.1 | CCCNC(=S)Nc1ccc(Br)cc1
-4.1 | N#CC(Nc1ccccc1)c1ccccc1OCc1ccccc1 (configuration not stated)
-4.7 | O=S(=O)(c1ccccc1)c1cnn(-c2ccccc2)c1-c1ccc(F)cc1
-0.5 | Cc1cc(C(C)(C)C)oc1C(=O)N(CC(=O)NC1CCCC1)Cc1ccccc1Cl
2.5 | Cc1cc(C(C)(C)C)oc1C(=O)N(CC(=O)NC1CCCC1)c1c(C)cccc1C
2.2 | CC(=O)N1N=C(c2ccccc2)CC1c1ccccc1[N+](=O)[O-] (configuration not stated)
-5.5 | CCOC(=O)Cn1c(-c2cccnc2Cl)nc2cc(Cl)c(Cl)cc21
-0.9 | O=C(CN1CCCCC1)N1CCCc2ccccc21
29.1 | CC(C)(C)C(=O)Nc1ccc(C(=O)N/N=C/c2ccccc2OC(=O)c2ccc(Cl)cc2Cl)cc1
-1.7 | COc1ccc(NC(=O)CCC(=O)OCc2ccc(C(=O)Oc3ccc(Cl)cc3)cc2)cc1
-2.4 | Cc1ccc(/C=C2/NC(=O)N(Cc3ccccc3F)C2=O)o1

# By substructure: the entries above containing a COOH group.
CD11b adhes enh | molecule
-2.9 | COc1ccc(C(=O)N/C(=C\c2ccccc2)C(=O)NC(CCSC)C(=O)O)cc1 (configuration not stated)
5.4 | CC1=C(C)CC(C(=O)Nc2ccc(C(N)=O)cc2)C(C(=O)O)C1 (configuration not stated)

# Remaining list, next part
CD11b adhes enh | molecule
-2.2 | O=C(C1c2ccccc2C(=O)N2CCc3ccccc3C12)N1CCN(Cc2ccccc2)CC1 (configuration not stated)
-2.8 | O=C(N/N=C/c1ccco1)c1ccncc1
-2.1 | O=C(CCl)Nc1ccccc1Sc1ccccc1
-1.2 | O=C(CCn1c2c(c3ccccc31)CCCC2)NNC(=O)c1ccc([N+](=O)[O-])cc1
-1.1 | CC1CCN(C(=S)c2cn(Cc3ccccc3F)c3ccccc23)CC1
-1.3 | Cc1ccc(S(=O)(=O)c2cc3ccccc3oc2=Nc2ccc3c(c2)OCO3)cc1
27.8 | CN1C(=O)c2ccc(NC(=O)c3ccc(N4CCCCC4)c([N+](=O)[O-])c3)cc2C1=O
-4.0 | O=C(NCC1OCCc2ccccc21)c1ccc(NC(=O)c2cccc(Br)c2)cc1 (configuration not stated)
0.6 | COc1ccccc1OCc1ccc(C(=O)Nc2ccccc2F)cc1
0.4 | CCN1C(=O)CSC1=NC1C2CC3CC(C2)CC1C3 (configuration not stated)
-3.2 | CCCN(CCC)CC(O)CN(c1cc([N+](=O)[O-])ccc1OC)S(=O)(=O)c1ccccc1 (configuration not stated)
-3.9 | O=C(Nc1ccc(N2CCCC2)cc1)c1cccc(-c2cc3ccccc3oc2=O)c1
-1.8 | CC(Cl)C(=O)Nc1ncc(C(F)(F)F)cc1Cl (configuration not stated)
10.7 | CSc1nc2ccccc2cc1/C=C(\C#N)c1ccc(Cl)c(Cl)c1
-0.8 | COc1ccc(-c2nnc(NC(=O)CSc3ccccc3)s2)cc1OC
-9.9 | COc1cc([N+](=O)[O-])ccc1NC(=S)Nc1cc(C(=O)OC(C)C)cc(C(=O)OC(C)C)c1
-2.3 | CCc1cc(=O)n2c([nH]c3ccccc32)c1C#N
-2.6 | COc1cccc(NC(=O)C2C3C=CC(O3)C2C(=O)NCc2cccnc2)c1 (configuration not stated)
0.1 | N#Cc1ccsc1NC(=O)CN1CCN(c2ccc(O)cc2)CC1
23.3 | Cc1ccc(-c2nnc(NCc3nc4ccccc4[nH]3)c3ccccc23)cc1S(=O)(=O)N1CCCCC1
10.3 | O=C(Nc1cc(C(F)(F)F)ccc1Cl)C(=O)N1CCCCC1
0.4 | COc1ccc(C(=O)NCc2ccccc2)cc1Br
-0.9 | Cc1ccc(CN2CCN(/N=C\C(Br)=C\c3ccccc3)CC2)cc1
4.0 | N#Cc1ccccc1Sc1ccccc1C(=O)Nc1ccc2ccccc2c1
3.8 | Cc1ccc(OCCCCNC(C)(C)C)c([N+](=O)[O-])c1
-10.4 | Cc1ccc(S(=O)(=O)Nc2ccc(NC(=O)Nc3cccc(C(F)(F)F)c3)cc2)cc1
-5.2 | CC(C)(C)NC(=O)NC(=O)COC(=O)C1=COCCO1
-0.2 | CCCNC(=O)Cn1c(=O)cnc2ccccc21
-2.3 | Clc1cccc(-c2cc3nc4c(c(NCc5ccco5)n3n2)CCCC4)c1
4.7 | O=C(COC(=O)Cc1ccccc1[N+](=O)[O-])NCc1ccc(F)cc1
-4.3 | COc1ccccc1NC(=S)NNC(=S)Nc1ccc(OC(F)F)cc1
-1.8 | Cc1cccc2sc(N(CCN(C)C)C(=O)/C=C/c3cccs3)nc12
3.0 | CCC(=O)Nc1ccc(Cl)c(NC(=S)NC(=O)c2cc3ccccc3o2)c1
12.2 | O=C1N=C(N2CCOCC2)S/C1=C/c1ccc(-c2ccccc2Cl)o1
-0.4 | O=C(Nc1nnc(CSCc2ccc(F)cc2)s1)c1cccc([N+](=O)[O-])c1
-4.9 | COc1ccc(N=c2sc3ccccc3n2C)cc1
24.8 | Cc1ncc(CO)c(/C=N/N=C/c2ccccc2O)c1O
3.3 | COC(=O)c1ccc(Cl)c(NC(=O)Cc2ccccc2[N+](=O)[O-])c1
-2.3 | CN(C)c1ccc(C=C(c2nnnn2-c2ccccc2)c2nnnn2-c2ccccc2)cc1
1.9 | COC(=O)c1ccc(/C=C(\C#N)C(=O)NC(C)c2ccccc2)cc1 (configuration not stated)

# Pulled one by one from the entries so far (4):
CD11b adhes enh | molecule
-1.8 | Cc1cccc2sc(N(CCN(C)C)C(=O)/C=C/c3cccs3)nc12
-4.3 | COc1ccccc1NC(=S)NNC(=S)Nc1ccc(OC(F)F)cc1
3.0 | CCC(=O)Nc1ccc(Cl)c(NC(=S)NC(=O)c2cc3ccccc3o2)c1
-2.3 | CN(C)c1ccc(C=C(c2nnnn2-c2ccccc2)c2nnnn2-c2ccccc2)cc1

# Assay outcomes from PubChem.
